Assay outcomes from PubChem BioAssay.
TGFb inhibitor – inhibitors of TGF-b signaling; Potency, µM (series often up to 46.1 µM), without a hit: top-dose activity, negative = inhibition, most hits filed as inhibitors; actives 1.2% (n = 410,000); HepG2 CAGA-GFP TGF-b/SMAD3 reporter, GFP fluorescence, 18 h; TGF-beta stimulated, 500 pg/mL final; AID 588855; further: potency means the concentration at half of the fitted maximal effect; on the % scale 0 is the no-effect control and ±100 the full control effect; nearly all actives have a fitted effect of over 65% in size
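Using HEPG2 CAGA-GFP reporter cells at 1000 cells/well, we pinned test compounds, stimulated with recombinant TGF-beta (500 pg/mL final) and measured total well GFP after 18 h.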
CCT modulator – changes cytosolic chaperonin activity; actives 0.3% (n = 360,000); activity change, % (no concentration beside the values), hits read low; AID 651819; purified chaperonin ATPase assay, HTRF ADP detection, 30 min; in the data active means activity change below about -30%; further: on the % scale 0 is the no-effect control and ±100 the full control effect
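First, chaperonin was dispensed at 40 nM or 20 nM final depending on batch activity. Next, compounds were pinned at 76 uM and ATP added at 10 uM. After 30 min at 37 °C, ADP detection reagents ran 30 min at ambient temperature.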
Nrf2 inh – inhibitors of Nrf2 signaling; A549 ARE-Fluc reporter, luciferase luminescence, 18-24 h; Potency, µM (doses to about 46 µM), for the others: top-dose activity change, negative = inhibition, hits mostly inhibitors; actives 2.1% (n = 360,000); AID 504444; further: potency means the concentration at half of the fitted maximal effect; on the % scale 0 is the no-effect control and ±100 the full control effect; nearly all actives have a fitted effect of over 60% in size
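Quantitative HTS in A549 cells stably bearing an antioxidant response element-firefly luciferase construct. Inhibition of Nrf2-driven transcription was scored by luminescence after 18-24 h of compound exposure at 37 °C.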
HepG2 viability – counter-screen for TGF-b inhibitors: cytotoxicity in HepG2 cells; actives 0.76% (n = 410,000); HepG2 CAGA-GFP viability, ATP luminescence, 18 h; Potency, µM (top dose mostly 46.1 µM), without a hit: at the highest dose activity change, negative = cytotoxicity, actives largely listed as cytotoxic; further: potency means the concentration at half of the fitted maximal effect; some results filed as inactive show a strong effect at the top dose
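HepG2 CAGA-GFP cells (1000/well, DMEM with 1% FBS) received compound, then TGF-beta at 500 pg/mL final, and were incubated 18 hours at 37 degrees C. Viability was read by CellTiter-Glo luminescence. Media-only wells were set as complete cell-killing and DMSO as no toxicity.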
pAkt inh – Akt phosphorylation inhibition | Neuro2A IGF-stimulated pAkt S473 HTRF, 20 min; stronger effect = lower value | activity change, % for hits at 50 µM | actives 0.32% (n = 360,000); in the data active means activity change below about -80%; inconclusive means mostly about -51% to -80%; further: on the % scale 0 is the no-effect control and ±100 the full control effect
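Neuro2A cells in DMEM with 0.5% FBS, overnight at 37 deg C, given compound at single 50 µM final, then IGF (6 nM final) for 20 min at 37 deg C. Lysed; phospho-Akt Ser473 by HTRF after 24 h, 665/615 ratio.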
MmCpn inh – blocks the Methanococcus maripaludis chaperonin Mm-Cpn. purified Mm-Cpn ATPase, ADP Transcreener TR-FRET. Potency, µM (highest dose often 76.9 µM), inactives show at the highest dose activity, negative = inhibition, actives largely listed as inhibitors. actives 0.031% (n = 330,000); further: potency means the concentration at half of the fitted maximal effect; on the % scale 0 is the no-effect control and ±100 the full control effect; nearly all actives have a fitted effect of over 80% in size
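ATPase read-out: TR-FRET ADP immunoassay (anti-ADP Eu cryptate vs ADP-d2), ex 320 nm, em 590/665 nm; signal drops as ADP forms. Enzyme 25 nM, ATP 10 uM, 30 min at 37°C after 10 min compound preincubation.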
Abeta rescue – A-beta toxicity reversal in yeast; AID 1347071; actives 0.063% (n = 410,000); Potency, µM (series often up to 46.1 µM), for inactives: top-dose growth rescue, actives largely listed as activators; yeast expressing A-beta42, growth rescue, OD600, 48 h; response scale: 0% DMSO, 100% iron-clioquinol control; further: potency means the concentration at half of the fitted maximal effect; nearly all actives have a fitted effect of over 55% in size
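Growth rescue measured by 600 nm absorbance after 48 h yeast culture at 30 C with compound. Values normalized between DMSO and an equimolar ferric chloride plus clioquinol control.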
Nrf2 ARE act – activates Nrf2 signaling | AREc32 ARE-luciferase reporter (MCF7-derived line), luminescence, 24 h | Potency, µM (titrated, usually from 46.1 µM), inactives show at the highest dose activation, most hits filed as activators | actives 0.31% (n = 410,000) | AID 624171; further: potency means the concentration at half of the fitted maximal effect; % of control where 0% means no effect; nearly all actives have a fitted effect of over 65% in size
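Each well held 1000 AREc32 cells, which were incubated with compound for 24 hr at 37 deg C after overnight attachment, and ARE reporter activity was quantified by firefly luciferase luminescence.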
A549 tox – kills or reduces viability of A549 cells in Nrf2 counter-screen | A549 ARE-Fluc cells, CellTiter-Fluor viability, 18-24 h | Potency, µM (series often up to 46 µM), for inactives: at the top dose activity change, negative = cytotoxicity, actives largely listed as inhibitors | actives 0.16% (n = 390,000) | AID 504648; further: potency means the concentration at half of the fitted maximal effect; on the % scale 0 is the no-effect control and ±100 the full control effect
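A549 ARE-Fluc cells in 5% FBS OPTI-MEM, 5000 cells/well, rested 2 h then exposed to compounds in concentration-response for 18-24 h at 37 °C. Viability by CellTiter-Fluor fluorescence (Ex 405/Em 525) after 30 min; luciferase luminescence (BugLite, 15 min, RT) read afterwards.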
* hit, by the source's call; i = inactive; ? = inconclusive; . = no result given; [ ] = another dose, or the depositor's remark. Unless noted, the call rests on the fitted dose curve; in most records, active means well fitted curve in the direction sought with a large enough effect; inconclusive means small, poorly fitted or top-dose-only effect, or another doubt; inactive means no such curve, though single readings can be large; an effect the other way counts as inactive or inconclusive.

1	CC1CCCC(NC(=O)CCn2c(=O)oc3ccccc32)C1C (centres undefined)
2	CN(C)/C=C/c1onc(-c2ccccc2Cl)c1C#N
3	COc1cccc(CN(C)C[C@H]2OCc3cnnn3CCCC(=O)N([C@@H](C)CO)C[C@@H]2C)c1
4	COCC(=O)N1CCC2CC1c1cc(Cl)ccc12 (centres undefined)
5	CC(C)C1OC(c2cccc(NC(=O)c3cccs3)c2)OCC1(C)C (centres undefined)
6	O=C(Nc1cc(Cl)ccc1N1CCOCC1)c1ccc(Br)o1
7	COc1cccc(C2C(C#N)=C(N)Oc3cc(C)oc(=O)c32)c1OC (centres undefined)
8	Cc1oc2c(C)c3oc(=O)c(CCC(=O)N4CCC(C(=O)NCCC(=O)O)(c5ccccc5)CC4)c(C)c3cc2c1C
Assay by compound	1	2	3	4	5	6	7	8
TGFb inhibitor	-1%	-1%	2%	20%	?	-13%	11%	0%
CCT modulator	0.0	-0.9	-2.5	0.3	-9.5	-0.8	2.3	-0.5
Nrf2 inh	2%	12%	.	1%	?	-2%	9%	-4%
HepG2 viability	4%	-26%	-2%	6%	0%	0%	5%	-12%
pAkt inh	i	i	i	i	i	i	i	i
MmCpn inh	-4%	?	.	.	-5%	-8%	-4%	-6%
Abeta rescue	16%	-37%[inhibitor]	-8%	-5%	22%	-6%	-10%	14%
Nrf2 ARE act	-0.6%	3.2%	-0.3%	-1.1%	?	0.5%	0.2%	-0.8%
A549 tox	11%	-1%	.	-7%	0%	-8%	9%	1%

9	O=C(Nc1cc(N2CCOCC2)ncn1)c1ccccc1
10	CC(C)(C)OC(=O)N[C@@H](Cc1ccccc1)C(=O)NCC1CCC(C(=O)O)CC1 (some centres undefined)
11	O=S(=O)(Nc1ncnc2sccc12)c1cccc(F)c1
12	COc1ccc(C2(C(F)(F)F)NC(=O)N(C)C(=O)N2C)cc1 (centres undefined)
13	COc1ccc(NC(=O)NCCCN2CCCCC2C)cc1 (centres undefined)
14	CS(=O)(=O)N(CC(=O)NCCSCc1ccccc1)c1ccccc1Cl
15	c1coc(-c2cnc3ccccc3n2)c1
16	COCCCNC(=O)/C=C/c1ccc(OCc2c(F)cccc2Cl)cc1
Assay by compound	9	10	11	12	13	14	15	16
TGFb inhibitor	-19%	0%	12%	-7%	14%	8%	8%	2%
CCT modulator	0.3	0.6	-3.1	-2.1	-6.9	-1.9	0.5	1.7
Nrf2 inh	3%	-1%	-15%	.	19%	-20%	.	-21%
HepG2 viability	-7%	5%	-20%	-1%	6%	1%	0%	-10%
pAkt inh	i	i	i	.	i	i	i	i
MmCpn inh	1%	1%	-2%	2%	-3%	3%	.	1%
Abeta rescue	10%	9%	15%	3%	1%	10%	-1%	-2%
Nrf2 ARE act	4.2%	0.3%	1.7%	-0.3%	3.7%	-0.4%	4µM*	-0.7%
A549 tox	-1%	-10%	-20%	2%	5%	-1%	.	2%

Random excerpt: 2 entries already listed, in no set order.
15	c1coc(-c2cnc3ccccc3n2)c1
13	COc1ccc(NC(=O)NCCCN2CCCCC2C)cc1 (centres undefined)
Assay by compound	15	13
TGFb inhibitor	8%	14%
CCT modulator	0.5	-6.9
Nrf2 inh	.	19%
HepG2 viability	0%	6%
pAkt inh	i	i
MmCpn inh	.	-3%
Abeta rescue	-1%	1%
Nrf2 ARE act	4µM*	3.7%
A549 tox	.	5%

(next part)
17	COc1cc(C(=S)N2CCOCC2)ccc1OC(=O)c1ccc([N+](=O)[O-])cc1[N+](=O)[O-]
18	Cc1ccc(NC(=S)N/N=C/c2c(C)[nH]c3ccccc23)cc1
19	c1ccc2c(-c3nc4ccccc4[nH]3)cccc2c1
20	CCOC(=O)c1cc(N2CCCCC2)nc2ccccc12
21	CC(=O)Oc1ccc2c(=O)c(-c3ccccc3)c(C)oc2c1
22	CCC1(C)Cc2ccccc2-c2nc(NCCCO)n(-c3ccccc3)c(=O)c21 (centres undefined)
23	CCOc1ccccc1N1CCN(C(=O)NCc2ccc(Cl)cc2)CC1
24	COCc1ccc(C(=O)N2CCCC(Nc3ccc(C(C)C)cc3)C2)s1 (centres undefined)
Assay by compound	17	18	19	20	21	22	23	24
TGFb inhibitor	-13%	?	-7%	-9%	-15%	-16%	-4%	-3%
CCT modulator	0.4	1.5	0.6	-1.0	1.4	0.0	-0.7	0.5
Nrf2 inh	-4%	-3%	.	2%	-6%	?	?	?
HepG2 viability	-33%	-11%	-6%	0%	-10%	-44%	-23%	-4%
pAkt inh	i	i	i	i	i	i	i	i
MmCpn inh	1%	0%	.	.	-1%	-5%	0%	-1%
Abeta rescue	-17%	?	-2%	12%	1%	-6%	3%	-7%
Nrf2 ARE act	25%	5.4%	6.5%	1.6%	0.3%	4.0%	0.0%	0.1%
A549 tox	-4%	-21%	.	18%	-20%	-15%	-2%	2%

25	CCOc1ccc(NC(=O)c2ccccc2O)cc1
26	c1ccc2c(-c3nn[nH]n3)cccc2c1
27	O=C(COC(=O)c1ccc(F)cc1F)Nc1ncccn1
28	CC1(C)CC(=O)C=C(c2cc3ccccc3s2)C1
29	Cc1ccc(C)c(NC(=O)CSc2nnc(CCNC(=O)OC(C)(C)C)o2)c1
30	COc1ccc(OCC(=O)Nc2ccccc2N2CCCCC2)cc1
31	Cc1cccc(-c2cnc3cccnn23)c1
32	Cc1ccc2nc(CSc3nnc(NC(=O)c4cccc(Br)c4)s3)cc(=O)n2c1
Assay by compound	25	26	27	28	29	30	31	32
TGFb inhibitor	19%	1%	4%	-1%	3%	-15%	7%	-21%
CCT modulator	1.3	-3.5	-1.5	1.1	1.3	-2.6	0.3	.
Nrf2 inh	-20%	-16%	?	?	-4%	-27%	.	.
HepG2 viability	-24%	5%	6%	-1%	-89%	0%	-19%	0%
pAkt inh	i	i	i	i	i	i	i	.
MmCpn inh	-2%	0%	-3%	.	2%	1%	.	.
Abeta rescue	-22%	0%	-2%	-8%	10%	-4%	-6%	-5%
Nrf2 ARE act	0.0%	2.3%	-0.1%	2.1%	-0.4%	-0.7%	0.5%	0.0%
A549 tox	-7%	-1%	0%	1%	13%	6%	.	12%

Entries listed so far that bear a hit mark in Nrf2 ARE act:
item | Compound | TGFb inhibitor | CCT modulator | Nrf2 inh | pAkt inh | MmCpn inh | Nrf2 ARE act
15 | c1coc(-c2cnc3ccccc3n2)c1 | 8% | 0.5 | . | i | . | 4µM*

Going on with the list:
33	O=C(NC(=S)NCCN1CCOCC1)c1ccccc1
34	O=C(CC(c1ccccc1)c1cc(Br)ccc1O)N1CCCC1 (centres undefined)
35	O=c1c2c3c(sc2nnn1Cc1ccc(Br)cc1)CCCC3
36	Cc1cccc(N2C(=O)CC(Sc3ccccc3C(=O)O)C2=O)c1 (centres undefined)
37	CCc1noc(C)c1C(=O)Nc1ccc(C#N)cc1
38	CCOC(=O)[C@@H]1[C@H]2COc3ccccc3[C@@H]2N2C(=O)N(c3cccc(Cl)c3)C(=O)[C@@]12C
39	COc1ccc(C(=O)Cn2c(NCCO)nc3ccccc32)cc1OC
40	Cc1ccc(Cl)cc1NC(=O)CCS(=O)(=O)c1ccc(Br)s1
Assay by compound	33	34	35	36	37	38	39	40
TGFb inhibitor	-3%	-26%	19%	?	13%	-10%	-1%	-15%
CCT modulator	-1.3	-0.5	.	1.3	-1.5	0.2	0.2	.
Nrf2 inh	-2%	11%	-20%	7%	-9%	-14%	?	-20%
HepG2 viability	-9%	-15%	-14%	-1%	-9%	-12%	4%	-22%
pAkt inh	i	i	.	i	i	i	.	.
MmCpn inh	5%	2%	.	0%	2%	-2%	-1%	.
Abeta rescue	-5%	19%	-1%	-90%[inhibitor]	1%	14%	1%	-14%
Nrf2 ARE act	2.0%	-0.1%	4.4%	6.0%	1.2%	3.6%	-0.8%	4.7%
A549 tox	13%	0%	5%	6%	7%	-20%	-2%	0%

41	Cc1cc(C)cc(C(=O)OCC(=O)NCCNC(=O)COC(=O)c2cc(C)cc(C)c2)c1
42	Clc1cc(-c2ccc(/C=N/n3cnnc3)o2)ccc1Br
43	COC(=O)c1c(NC(=O)CN2C(=O)NC3(CCC(C)CC3)C2=O)sc2c1CCC2 (centres undefined)
44	CCOc1ccccc1C(=O)Nc1cccc(-c2nc3ccccc3s2)c1
45	O=C(N/N=C1/CC2C=CCC12)c1ccco1 (centres undefined)
46	CCOC(=O)c1c(C)[nH]c(CCC(=O)Nc2ccccc2OCC)c1C
47	O=C(c1ccccc1)c1cccc(NC(=O)c2ccc(Br)o2)c1
Assay by compound	41	42	43	44	45	46	47
TGFb inhibitor	0%	2%	-8%	18%	20%	0%	?
CCT modulator	-0.2	-4.7	-0.4	.	1.3	.	-21
Nrf2 inh	-4%	1%	-7%	2%	?	.	-28%
HepG2 viability	3%	4%	1%	-11%	14%	-5%	-11%
pAkt inh	i	i	i	.	i	.	i
MmCpn inh	-1%	-3%	1%	.	-1%	.	2%
Abeta rescue	-1%	-9%	6%	-18%	-8%	10%	-26%
Nrf2 ARE act	-0.2%	-0.5%	1.8%	22%	8.6%	4.1%	4.4%
A549 tox	-4%	1%	5%	3%	2%	-12%	10%
